# Bioassay records deposited in PubChem BioAssay by Johns Hopkins Ion Channel Center.
# ANO1 block = inhibitors of mouse TMEM16A calcium-activated chloride channel; Q8BHY3; HEK293 TMEM16A/YFP iodide influx fluorescence, ionomycin; 1.2% of 310,000 active; AID 588511; normalized B-score (activity score, 25-100; higher = stronger inhibition) at 10 µM;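 active = ratio plate-corrected score three or more library SD toward inhibition, starting fluorescence score within five deviations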;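 also: score derived from kinetic fluorescence span divided by baseline fluorescence per well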
# MrgX1 ag = agonists of human MrgX1 receptor | Q96LB2 | MrgX1-HEK293 cells, Fluo-4 calcium fluorescence, agonist mode; active compounds read high | B-score at 10 µM | 0.44% of 310,000 active;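 active = calcium response B-score plate-corrected fluorescence ratio at least 3 library SD, with starting fluorescence B-score inside 5 SD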
#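 times = overnight plating, then 30 min 37 °C plus 30 min room-temperature dye loading | assay system = stable human MrgX1 HEK293 cell line | input = fifteen thousand cells per well | signal = kinetic calcium dye fluorescence, Fluo-4 NW | dosing = compound delivered in addition one of three | read-out = B-scored fluorescence response ratio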
# RGS4 block = inhibitors of human RGS4. P49798. HEK293 M3R/RGS4 inducible, Fluo-4 calcium flux; active compounds read high; triggered by carbachol at its EC20. B-score at 10 µM. 0.45% of 310,000 active;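 active = B-score, a plate-corrected calcium signal, over three deviations above library mean, with baseline fluorescence within five deviations of library mean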;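 also: RGS4 expression induced by doxycycline in cells with stable M3 receptor; B-score is computed from the integrated fluorescence ratio over baseline after carbachol; higher B-score means a larger calcium signal and so more RGS4 inhibition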
# TRPC4 inh = TRPC4 (mouse) channel inhibition; Q9QUQ5; HEK293 TRPC4beta/mu-opioid, DAMGO-evoked Fluo4 calcium flux; active compounds read low; B-score at 10 µM; 0.39% of 300,000 active; AID 2247;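 active = B-score over 3 SD under the library average, no early fluorescence shift, positive overall ratio signal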
# Target sequence (Q9QUQ5 whole entry, looked up): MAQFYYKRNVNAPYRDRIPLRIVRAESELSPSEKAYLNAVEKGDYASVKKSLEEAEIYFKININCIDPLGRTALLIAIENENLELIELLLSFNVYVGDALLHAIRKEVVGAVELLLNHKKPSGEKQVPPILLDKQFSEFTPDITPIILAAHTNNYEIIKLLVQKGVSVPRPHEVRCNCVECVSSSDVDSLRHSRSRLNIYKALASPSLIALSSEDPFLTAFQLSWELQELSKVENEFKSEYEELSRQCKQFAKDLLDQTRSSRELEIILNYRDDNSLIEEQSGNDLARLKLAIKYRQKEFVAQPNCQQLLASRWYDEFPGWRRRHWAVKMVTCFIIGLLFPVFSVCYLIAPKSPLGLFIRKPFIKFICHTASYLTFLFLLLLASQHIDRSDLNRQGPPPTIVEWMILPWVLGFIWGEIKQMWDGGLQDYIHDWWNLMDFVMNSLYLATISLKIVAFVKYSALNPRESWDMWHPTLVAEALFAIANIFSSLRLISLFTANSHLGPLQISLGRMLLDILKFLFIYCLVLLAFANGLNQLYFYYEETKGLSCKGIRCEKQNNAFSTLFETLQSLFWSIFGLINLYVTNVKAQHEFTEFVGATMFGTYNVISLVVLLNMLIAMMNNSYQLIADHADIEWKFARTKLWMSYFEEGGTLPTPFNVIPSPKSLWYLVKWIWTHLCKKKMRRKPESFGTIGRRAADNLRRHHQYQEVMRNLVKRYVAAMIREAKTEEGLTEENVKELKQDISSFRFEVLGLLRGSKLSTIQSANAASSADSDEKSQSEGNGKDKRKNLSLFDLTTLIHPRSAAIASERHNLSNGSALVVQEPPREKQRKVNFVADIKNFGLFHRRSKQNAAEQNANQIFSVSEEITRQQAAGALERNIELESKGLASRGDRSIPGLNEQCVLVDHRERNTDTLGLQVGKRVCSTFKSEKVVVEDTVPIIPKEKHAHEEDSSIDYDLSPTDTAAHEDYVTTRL
#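 Assay system: Stable TRPC4beta/mu-opioid receptor HEK293 cells | Reagent: DAMGO in two steps, submaximal then maximal | Compound dosing: Single concentration per test compound | Signal: Fluo4 Ca2+ flux fluorescence | Evaluation: Per-well B score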
# ANO1 activ = activators or potentiators of mouse TMEM16A chloride channel | AID 623877 | HEK293 TMEM16A/YFP-H148Q/I152L, iodide quench fluorescence; active compounds read low | 0.3% of 340,000 active | Q8BHY3 | B-score at 10 µM;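 active = fluorescence-ratio B-score plate-corrected deviation score at least 3 library SD below zero, with starting fluorescence score within 5 deviations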;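 also: channel opened by trigger with iodide after compound preincubation; score built on the fluorescence ratio of max minus min over baseline; more negative score means more quench and so TMEM16A activation or potentiation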
# TRPC6 activator = activators of mouse TRPC6 channel | Q61143 | B-score at 10 µM | 0.13% of 310,000 active | HEK293-TRPC6 membrane potential dye fluorescence; active compounds read high;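 active = B-score of the integrated fluorescence ratio above library mean plus 3 SD, and starting fluorescence ratio within library mean plus 5 SD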;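 also: higher score means more depolarization so channel activation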
# MrgX1 antagonist = blocks BAM8-22 activation of human MrgX1 receptor; Q96LB2; 1.3% of 310,000 active; MRGX1-HEK293 calcium flux, Fluo-4, BAM8-22 antagonism; active compounds read low; B-score at 10 µM;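 active = calcium-response B-score plate-corrected more than 3 library SD below zero, starting fluorescence within 5 deviations, no agonist response on first addition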;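 also: peak minus trough fluorescence over baseline after final BAM8-22 challenge near maximal dose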
# TRPC6 inh = inhibitors of mouse TRPC6 channel | AID 2553 | HEK293-TRPC6, membrane potential dye, ACh-evoked depolarization; active compounds read low | B-score at 10 µM | 1.1% of 310,000 active;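 active = B-score under library mean minus 3 SD, initial fluorescence not abnormally high, positive integrated signal ratio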;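 also: B-score derived from integrated fluorescence ratio over the kinetic read; more negative B-score means stronger inhibition of depolarization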
# TRPC4 potent = allosteric potentiators of mouse TRPC4 channel. HEK293 TRPC4beta/mu-opioid, DAMGO EC20, Fluo-4 Ca2+ flux; active compounds read high. B-score at 10 µM. Q9QUQ5. 0.42% of 310,000 active;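 active = B-score of calcium response area above 5 SD of library B-scores, with initial fluorescence ratio within 5 SD of library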;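 also: B-score of integrated fluorescence ratio over time as area under calcium response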
# TRPC4 act = opens the mouse TRPC4 cation channel | 0.49% of 310,000 active | Q9QUQ5 | HEK293 TRPC4beta/mu-opioid, Fluo4 calcium fluorescence; active compounds read high | B-score at 10 µM;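 active = B-score above 5 SD of library B-scores, and initial fluorescence ratio not above library mean plus 5 SD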;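 also: positive B-score marks a calcium rise read as TRPC4 activation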
#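 Material: TRPC4beta and mu-opioid receptor HEK293 stable cells | Incubation: 45 min room-temperature Fluo4 loading, 110 s read | Detection: Kinetic Fluo4 calcium fluorescence | Measure: Integrated baseline-normalised fluorescence ratio, converted to per-well B score | Benchmarks: Low control buffer alone, high control maximal DAMGO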
# MrgX1 allo act = human MrgX1 positive allosteric modulation, primary screen; Q96LB2; B-score at 10 µM; 0.63% of 310,000 active; MrgX1-HEK293, Fluo-4 calcium flux, FDSS; active compounds read high;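 active = plate-corrected calcium response at least 3 library SD above typical, normal starting fluorescence, not activating the receptor alone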;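 also: compound read alongside a low EC10 to EC30 dose of BAM8-22 agonist; peak minus trough fluorescence over baseline measured at the second addition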
# Starred values were filed as active, the others as inactive; i = inactive; · = no result given.
SMILES,ANO1 block,MrgX1 ag,RGS4 block,TRPC4 inh,ANO1 activ,TRPC6 activator,MrgX1 antagonist,TRPC6 inh,TRPC4 potent,TRPC4 act,MrgX1 allo act
CC(C)(c1ccccc1)c1ccc(OCCCNCCO)cc1,i,i,i,-6*,i,i,i,i,i,i,i
O=C(NCc1ccco1)c1cc(S(=O)(=O)N2CCOCC2)c(Cl)cc1Cl,·,·,i,i,i,i,·,i,i,i,·
CCCCCCNC(=O)c1cn(CC)c2cc(N3CCN(C)CC3)c(F)cc2c1=O,i,i,i,i,i,i,i,i,i,i,i
CC(=O)Nc1ccc(NC(=O)CC2CCCC2)cc1,i,i,i,i,i,i,i,i,i,i,i
CCCn1c(CN2CCN(C(=O)OCC)CC2)nc2c1c(=O)n(C)c(=O)n2C,i,i,i,i,i,i,i,i,i,i,i
CC(=O)NC(=O)COC(=O)c1ccc2ncsc2c1,i,i,i,i,i,i,i,i,i,i,i
Cc1ccc(-c2cc(C(=O)NC3CCN(Cc4ccccc4)CC3)c3ccccc3n2)cc1,i,i,i,i,i,i,i,i,i,i,i
CCOc1ccc(C(=O)NCCNC(=O)c2ccc(OCC)cc2)cc1,i,i,i,i,i,i,i,i,i,i,i
CCn1cc(C(=O)OCC(=O)Nc2cccc(Cl)c2Cl)c(=O)c2ccc(C)nc21,i,i,i,i,i,i,i,i,i,i,i
O=C(CCC1COc2ccccc2O1)NCc1ccco1 (stereo not given),i,i,i,i,i,i,i,i,i,i,i
CCOc1ccccc1CNC(=O)c1nn(CC)cc1[N+](=O)[O-],i,i,i,i,i,i,i,i,i,i,i
COc1ccc2[nH]c(C(=O)Nc3ccc(C)c(F)c3)cc2c1,i,i,i,i,i,i,i,i,i,i,i
CCCCOC(=O)CCn1c(=S)oc2ccccc21,i,i,i,i,i,i,i,i,i,i,i
Cc1ccc(S(=O)(=O)N2CCN(C3CC(=O)N(Cc4ccccc4)C3=O)CC2)cc1C (stereo not given),i,i,i,i,i,i,i,i,i,i,i
C/C(CCc1ccccc1)=N\NC(=O)c1ccccc1,i,i,i,i,i,i,i,i,i,i,i
FC(F)(F)c1ccc2nnc(-c3c(Cl)cccc3Cl)n2c1,i,i,i,i,i,i,i,i,i,i,i
COc1cc(C(=O)OC(C)CN2CCN(C)CC2)cc(OC)c1OC (stereo not given),i,i,i,i,i,i,i,i,i,i,i
c1ccc(OCCn2cnc3ccccc32)cc1,i,i,i,i,i,i,i,i,i,i,i
Cc1cccc(NC(=O)Cn2c(O)c(N=NC(=O)c3ccccc3O)c3ccccc32)c1,i,i,i,i,i,i,i,i,i,i,i
Cc1cc(C(=O)COC(=O)C2=COCCO2)c(C)n1-c1ccc2c(c1)OCO2,i,i,i,i,i,i,i,i,i,i,i
Oc1ccc(-c2nccc(-c3ccccn3)n2)cc1,i,i,i,i,i,i,i,i,i,i,i
COc1cc(C(=O)Nc2nc(-c3ccc(Cl)cc3)c(C)s2)ccc1OCC(=O)Nc1ccc(F)cc1,i,i,i,i,i,i,i,i,i,i,i
Cn1c(=O)c2[nH]c(CN3CCN(Cc4ccccc4)CC3)nc2n(C)c1=O,i,i,i,i,i,i,i,i,i,i,i
COCCCN(C(=S)NC(=O)C(C)(C)C)c1c(N)n(Cc2ccccc2)c(=O)[nH]c1=O,i,i,i,i,i,i,i,i,i,i,i
CN(C1=C(NC(=O)c2ccccc2)C(=O)c2ccccc2C1=O)C1CCS(=O)(=O)C1 (stereo not given),i,i,i,i,i,i,i,i,i,i,i
CCOC(=O)C1C(=O)NC(N2CCCCC2)=NC1C(C)C (stereo not given),i,i,i,i,i,i,i,i,i,i,i
Cc1ccc(Nc2nc(-c3sc(NC(=O)c4cccc(Cl)c4)nc3C)cs2)cc1,i,i,i,i,·,i,i,i,i,i,i
Cc1ccc(N2C(=O)c3ccc(C(=O)N4CCN(c5cccc(C)c5C)CC4)cc3C2=O)cc1,i,i,i,i,i,i,i,i,i,i,i
C=C(C)Cn1c(Sc2nc3ccccc3[nH]2)nc2c1c(=O)[nH]c(=O)n2C,i,i,i,i,i,i,i,i,i,i,i
O=C(CCc1c[nH]c2ccccc12)NCCc1ccc(O)cc1,i,i,i,i,i,i,i,i,i,i,i
CCN(C(=O)CSc1nc2cc(Cl)ccc2c(=O)n1CC(C)C)C1CCS(=O)(=O)C1 (stereo not given),i,i,i,i,i,i,i,i,i,i,i
CCOc1ccc(NC(=O)C[n+]2ccccc2)cc1,i,i,i,i,i,i,i,i,i,i,i
Nc1cc(C(F)(F)F)ccc1OCC1CCCO1 (stereo not given),i,i,i,i,i,i,i,i,i,i,i
N#CCCn1cc(C=O)c(-c2cccs2)n1,i,i,i,i,i,i,i,i,i,i,i
COc1ccc(NC(=O)/C(=C/c2ccc3c(c2)OCO3)NC(C)=O)cc1,i,i,i,i,i,i,i,i,i,i,i
COc1cc(C2CC(=O)N(CC(=O)NCc3ccco3)c3ccccc3S2)cc(OC)c1OC (stereo not given),i,i,i,i,i,i,i,i,i,i,i
O=C(Nc1nnc(Cc2ccccc2F)s1)Nc1ccccc1F,i,i,i,i,i,i,i,i,i,i,i
O=c1[nH]c(NCCO)nc2c1C1(CCCCC1)Cc1ccccc1-2,i,i,·,·,i,·,i,·,·,·,i
O=C(NNC(=O)c1ccccc1Br)c1cccc(Cl)c1,i,i,i,i,i,i,i,i,i,i,i
CCN1CCN(c2ccc(S(=O)(=O)N3CCOCC3)cc2NC(=O)/C=C/c2ccc([N+](=O)[O-])cc2)CC1,i,i,i,i,i,i,i,i,i,i,i
Cc1ccc(NC(=O)C2CCCO2)cc1[N+](=O)[O-] (stereo not given),i,i,i,i,i,i,i,i,i,i,i
CCCNC(=O)NC(=O)CSc1cccc(C(F)(F)F)c1,i,i,i,i,i,i,i,i,i,i,i
COc1ccc2c(C)cc(SCC(=O)Nc3ncc(Cl)cc3Cl)nc2c1,i,i,i,i,i,i,i,i,i,i,i
Cc1cc2cc(CNS(=O)(=O)N(C)C)ccc2[nH]1,i,i,i,i,i,i,i,i,i,i,i
COc1cccc(CNC(=O)c2cccc(NC(=O)C3=C(C)OCCS3)c2)c1,i,i,i,i,i,i,i,i,i,i,i
Cc1cccc(OCc2nnc(SCC(=O)NC3CCCC3)n2C)c1,i,i,i,i,i,i,i,i,i,i,i
Cc1ccc(C(=O)Nc2nc(=O)n(C(=O)C3CC3)s2)cc1,i,i,i,i,i,i,i,i,i,i,i
COc1cccc(C(=O)Nc2cc(C)on2)c1OC,i,i,i,i,i,i,i,i,i,i,i
C=CCOc1ccc(C2C(C#N)=C(N)N(N(C)C)C3=C2C(=O)CCC3)cc1 (stereo not given),i,i,i,i,i,i,i,i,i,i,i
O=C(Nc1ccc(F)cc1)Nc1ccc([N+](=O)[O-])cn1,i,i,i,i,i,i,i,i,i,i,i
CC(C)c1nnc(NC(=O)CCC(=O)NC2CC2)s1,i,i,i,i,i,i,i,i,i,i,i
COC(=O)Cc1ccc(NC(=S)N2CCCC(CO)C2)cc1 (stereo not given),i,i,i,i,i,i,i,i,i,i,i
O=C(O)CC(NC(=O)OCc1ccccc1)c1ccccc1 (stereo not given),i,i,i,i,i,i,i,i,i,i,i
COC(=O)c1ccc(/C=N/NC(=O)c2ccc3nc[nH]c3c2)cc1,i,i,i,i,i,i,i,i,i,i,i
CCOc1ccc(S(=O)(=O)Nc2cccc(C)c2)c2cccnc12,i,i,i,i,i,i,i,i,i,i,i
CCN(CC)c1ccc(-c2n[nH]c(=S)n2-c2ccccc2)cc1,i,i,i,i,i,i,i,i,i,i,i
CCOP(=O)(OCC)C(NC(=O)c1cccs1)c1ccccc1 (stereo not given),i,i,i,i,i,i,i,i,i,i,i
CN1C(C(=O)Nc2cccc(O)c2)=CC(c2ccco2)=NS1(=O)=O,i,i,i,i,i,i,i,i,i,i,i
O=C(C[n+]1ccccc1)N/N=C/c1cc(Br)ccc1O,i,i,i,i,i,i,i,i,i,i,i
O=C(O)c1cc(S(=O)(=O)Nc2cccc(Oc3ccccc3)c2)ccc1Br,i,i,i,i,i,i,i,i,i,i,i

# Entries of single compounds, looked up by structure.
# `O=C(O)CC(NC(=O)OCc1ccccc1)c1ccccc1` (stereo not given) is listed as ANO1 block: i; MrgX1 ag: i; RGS4 block: i; TRPC4 inh: i; ANO1 activ: i; TRPC6 activator: i; MrgX1 antagonist: i; TRPC6 inh: i; TRPC4 potent: i; TRPC4 act: i; MrgX1 allo act: i
# `CCN(CC)c1ccc(-c2n[nH]c(=S)n2-c2ccccc2)cc1` is listed as ANO1 block: i; MrgX1 ag: i; RGS4 block: i; TRPC4 inh: i; ANO1 activ: i; TRPC6 activator: i; MrgX1 antagonist: i; TRPC6 inh: i; TRPC4 potent: i; TRPC4 act: i; MrgX1 allo act: i

# New compounds follow.
SMILES,ANO1 block,MrgX1 ag,RGS4 block,TRPC4 inh,ANO1 activ,TRPC6 activator,MrgX1 antagonist,TRPC6 inh,TRPC4 potent,TRPC4 act,MrgX1 allo act
COc1ccccc1CNC(=O)CCS(=O)(=O)c1ccc(Cl)cc1,i,i,i,i,i,i,i,i,i,i,i
O=C(NCC(c1cccs1)N1CCOCC1)c1cccc([N+](=O)[O-])c1 (stereo not given),i,i,i,i,i,i,i,i,i,i,i
Cc1cc(F)ccc1NCC(=O)Nc1ccc(Br)cc1C,i,i,i,i,i,i,i,i,i,i,i
C#Cc1ccc(C(=O)NCc2ccc(N3CCCC3=O)cc2)cc1,i,i,i,i,i,i,i,i,i,i,i
Cc1c(Cl)cccc1N1C(=O)c2ccccc2C1=O,i,i,i,i,i,i,i,i,i,i,i
COc1ccc(-c2nn(CC(=O)N(C)C)c(=O)c3ccccc23)cc1,i,i,i,i,i,i,i,i,i,i,i
CSc1nnc(-c2ccncc2)n1/N=C/c1cn(-c2ccccc2)nc1-c1ccc(Cl)cc1,i,i,i,i,i,i,i,i,i,i,i
CCN(CC(=O)NC(C)C)C(=O)C(CCSC)NC(=O)c1ccccc1OC (stereo not given),i,i,i,i,i,i,i,i,i,i,i
